Growth percent in the NCI-60 one-dose screen (48 h, 10 µM unless noted): 100 = growth as untreated, 0 = no growth, -100 = all killed.
HCT-15: HCT-15 colon cancer; 5.2% of 82,000 active; AID 1794746
HCC-2998: HCC-2998 colon cancer; 4.7% of 79,000 active
HCT-116: HCT-116 colon cancer. 7.3% of 82,000 active. AID 1794798
SNB-19: SNB-19 CNS cancer cells; 2.5% of 81,000 active; AID 1794751
SW-620: SW-620 colon cancer; 5.2% of 82,000 active
HT29: HT29 colon cancer | 7.4% of 81,000 active
KM12: KM12 colon cancer cells. 5% of 82,000 active. AID 1794800
SF-268: SF-268 CNS cancer cells. 3.1% of 82,000 active
SNB-75: SNB-75 CNS cancer; 5% of 79,000 active
Starred values were filed as active, the others as inactive; / = no result given; & = joins results of further samples. The calls were made as follows: active = growth percent below 10; inactive = the rest.

SMILES	HCT-15	HCC-2998	HCT-116	SNB-19	SW-620	HT29	KM12	SF-268	SNB-75
C=CCCCOC(=O)c1nn(C(C)=O)c2ccccc12	99	101	101	95	108	115	102	98	/
CCc1c(C)c2cc3c(oc(=S)n3C(C)C)c(C)c2oc1=O	87	105	98	98	103	95	91	90	88
Cc1ccc(Nc2nc(N)nc(CSCC(=O)NN)n2)cc1	101	109	103	98	99	106	98	98	85
CCC(Cc1ccccc1)OC(=O)c1ccccc1C(=O)O (stereo not drawn)	105&103	108&107	102&103	103&108	109&105	106&103	110&105	117&108	89&86
O=S(Cc1ccccc1)c1ccccc1 (stereo not drawn)	98	116	111	95	108	104	110	112	97
NS(=O)(=O)N(c1cc(C(F)(F)F)cc(C(F)(F)F)c1)C1CCN(Cc2ccc(F)cc2)CC1	24	-50*	38	/	64	8.4*	40	80	55
Nn1c(SCC(=O)Nc2cc(Cl)c(Cl)cc2Cl)nnc1-c1cc(F)c(Cl)cc1Cl	150	139	91	102	106	110	110	110	106
Nc1nc(-c2ccc(Br)cc2)nn1-c1nc2ccccc2s1	101	112	98	99	100	97	103	100	68
O=NN(CC(=O)N/N=C/C=C\c1ccccc1)CC(=O)N/N=C/C=C/c1ccccc1	94	119	96	93	104	110	109	88	73
Cn1c(=O)c2c(nc3n(-c4ccc(Cl)cc4Cl)c(Sc4nc(-c5ccccc5)c(C#N)c(=O)[nH]4)cn23)n(C)c1=O	63	78	19	25	30	57	85	62	-5.6*
OCC1C2C=CC(C2)C1CO (stereo not drawn)	110	125	97	/	98	98	106	106	76
CCCC(O)Cn1ncc(C(=O)OCC)c1NC(=O)NCc1cccc(F)c1 (stereo not drawn)	100	91	72	102	107	89	105	98	94
CC1CCc2c(sc3nc(/C(C#N)=C/c4cn(-c5ccccc5)nc4-c4ccc5c(c4)OCCO5)[nH]c(=O)c23)C1 (stereo not drawn)	77	106	63	63	62	95	80	57	65
N/C(=N\c1nc2ccccc2s1)NC(=O)NC(CO)CO	100	112	98	102	113	105	97	102	95
C/C(=N\NC(=S)Nc1ccccc1)c1nnn(-c2ccc(F)cc2)c1C	32	61	49	69	63	38	72	63	83
CN(C)CCSC1=Nc2ccc(Cl)cc2C(c2ccccc2Cl)N(C)C1 (stereo not drawn)	62	81	65	63	87	51	62	86	12
COc1ccc2cc(CCO)ccc2c1	98	99	97	101	104	100	105	100	93
Cc1cccc(NC(=O)C2=NCCCCN2)c1	105	106	108	97	102	111	108	100	97
CCOC(=O)C1CC(=O)c2ccccc2C1c1ccccc1 (stereo not drawn)	95	97	91	105	92	83	103	99	89
Cc1nc(/N=C(\N)NC(=O)Nc2cccc([N+](=O)[O-])c2)sc1C	30	84	71	90	40	43	72	93	58
COc1cc(C(=O)/C=C/c2sc(N(C)Cc3ccccc3)nc2Cl)cc(OC)c1OC	86	101	95	98	103	100	101	95	98
COc1cccc(-c2nn(-c3ccccc3)cc2-c2ccnc(NCCNS(=O)(=O)c3ccc(C)cc3)c2)c1	56	93	52	65	87	60	64	65	95
Cc1[nH]c(C(=O)Nc2ccc(S(=O)(=O)N3CCCCC3)cc2OCCOCCOCCOCCOCCOCCOCCOCCOCCOc2cc(S(=O)(=O)N3CCCCC3)ccc2NC(=O)c2[nH]c(C)c3c2CCCCC3=O)c2c1C(=O)CCCC2	31	-38*	-32*	33	38	4.4*	29	44	-2.1*
COc1ccc(C(=O)/C=C/c2cn(Cc3ccc(Cl)cc3)c3ccccc23)cc1	40	60	-78*	82	28	23	32	72	77
COc1ccc(/C=C/C(=O)c2ccc(NC(=O)N3CCN(c4cc5c(cc4F)c(=O)c(C(=O)O)cn5C4CC4)CC3)cc2)cc1OC	101	109	98	100	100	112	103	97	90
Cc1ccc(-c2nc(C#N)c(S(=O)(=O)N3CCN(S(C)(=O)=O)CC3)o2)cc1	-75*	93	-74*	94	-72*	-6.5*	92	88	107
CCOC(=O)c1cccc(NC2=C(Br)C(=O)C(C)=C(C)C2=O)c1	97	108	102	99	101	114	106	97	87
O=C(CCc1ccccc1)Nc1ccccc1	100	113	105	92	115	103	104	119	87
CC1=NN(c2cccc(Cl)c2)C(=O)/C1=C\c1ccccn1	114	121	89	112	117	114	111	100	105
Cc1cc(=O)n2[nH]c(NC(=O)c3ccccc3)c(C#N)c2n1	102	106	106	95	103	101	102	95	71
CS(=O)(=O)c1ccc(-n2nc(C(=O)NCc3ccccc3)cc2-c2ccccc2)cc1	90	104	90	80	124	96	103	101	102
Cc1ccc(N2CC(c3nc4ccccc4[nH]3)CC2=O)cc1 (stereo not drawn)	102	109	100	96	98	98	101	94	68
CC1N=C(SCC(=O)c2ccc(F)cc2)N2C(C)N=C(SCC(=O)c3ccc(F)cc3)N12 (stereo not drawn)	100	103	102	97	103	117	102	101	83
COc1nc(=S)nc(OC)[nH]1	98	/	101	100	100	100	104	99	93
CC(=O)OC(CCc1ccc(Cl)cc1)c1ccccc1 (stereo not drawn)	105	107	106	107	103	105	107	109	96
CCC/C(C)=N/Nc1ccc([N+](=O)[O-])cc1[N+](=O)[O-]	78	91	81	101	86	81	77	85	97
CCCCc1nc(Cl)c(C2CC(c3ccc(S(N)(=O)=O)cc3)=NN2c2ccccc2)[nH]1 (stereo not drawn)	102	117	88	103	106	101	108	97	76
COc1cccc(C(=O)N(c2ccc(F)c(F)c2)C(C(=O)NC(C)(C)C)c2cc3c(C)cc(C)cc3nc2Cl)c1 (stereo not drawn)	56	88	35	74	79	71	60	65	63
CC(=O)Oc1c(C)c(C)c2c(c1C)CCC(C)(CC(=O)OCCCCCCCCCCC[P+](c1ccccc1)(c1ccccc1)c1ccccc1)O2 (stereo not drawn)	-69*	-61*	-96*	-79*	-68*	-54*	-71*	-72*	-48*
Cc1ccc(-c2nc3ccccn3c2/C=C2/C(=O)Nc3ccc(F)cc32)cc1	82	98	39	69	66	78	80	68	46
COc1ccc2[nH]c(=O)c3c(c2c1)OC(N)=C(C#N)C31C(=O)c2ccccc2C1=O	102	102	92	93	83	94	94	91	79
Cc1nc(NC(=O)COc2cccc(/C=C3\Cc4ccc(Cl)cc4C3=O)c2)sc1C	87	115	88	97	108	112	109	107	87
CC(=O)C1(O)CCCCC1	107	108	94	104	109	92	104	103	99
O=C(CC(C(=O)O)C(c1ccccc1)[N+](=O)[O-])c1ccccc1 (stereo not drawn)	98	85	97	102	102	117	111	101	98
CSc1nc2c(c(=O)[nH]1)N=C1c3ccccc3C(=O)C1C(c1ccccc1)N2 (stereo not drawn)	37	53	22	40	30	5.9*	28	48	34

Single records, from the list above. Values in the order: HCT-15, HCC-2998, HCT-116, SNB-19, SW-620, HT29, KM12, SF-268, SNB-75
CS(=O)(=O)c1ccc(-n2nc(C(=O)NCc3ccccc3)cc2-c2ccccc2)cc1 across the screens: 90, 104, 90, 80, 124, 96, 103, 101, 102
CC(=O)OC(CCc1ccc(Cl)cc1)c1ccccc1 (stereo not drawn) across the screens: 105, 107, 106, 107, 103, 105, 107, 109, 96

The results go on.
SMILES	HCT-15	HCC-2998	HCT-116	SNB-19	SW-620	HT29	KM12	SF-268	SNB-75
O=c1cc(-c2ccc3c(c2)OCCO3)oc2c(Cl)cc(Cl)cc12	93	108	89	94	90	93	88	93	77
c1coc(CSc2nc(SCc3ccco3)c3[nH]cnc3n2)c1	86	104	89	102	101	106	97	91	91
COc1c(O)c2c3c(c1OC)-c1ccccc1CC3N(S(=O)(=O)c1ccc(C)cc1)CC2 (stereo not drawn)	37	90	39	62	30	121	28	55	23
COc1ccc(/C(C#N)=C2\OC(=O)c3ccccc32)cc1OC	108	98	104	114	115	92	113	101	88
COc1cc(-c2nc(SCC(=O)Nc3ccc(C(=O)/C=C/c4ccc(Cl)cc4)cc3)[nH]c(=O)c2C#N)cc(OC)c1OC	97	99	95	94	96	86	91	104	95
Cc1ccc(S(=O)(=O)N2CCCC3OCCCC3=C2C2=CCCCC2)cc1 (stereo not drawn)	89	97	99	91	97	102	107	90	/
O=C(COc1cccc(/C=C2\CSc3ccc(Cl)cc3C2=O)c1)c1ccc(Cl)cc1	48	33	42	89	-72*	17	/	88	75
O=C(NCCO)Nc1ccc(-c2nc(N3CCOCC3)c3cccn3n2)cc1	11	24	20	18	22	14	15	11	-32*
CCN(CC)CCN1C(=O)c2c(c3c4cccnc4[nH]c3c3ccc4ccccc4c23)C1=O	59	78	63	59	53	67	82	50	54
COc1ccc(-c2nc3c(N)c(CO)cnc3s2)cc1	94	86	101	97	94	98	88	76	83
CC(=O)O[C@H]1CC[C@@]2(C)[C@@H](CC=C3[C@@H]2CC[C@]2(C)[C@@H]([C@H](C)/C=C/[C@H](C)C(C)C)CC[C@@H]32)C1	98	105	94	105	101	88	107	107	89
C=CCc1c(N(C)c2ccc(OC)cc2)ncnc1-n1c(C)nc2ccccc21	99	92	101	110	106	87	96	96	90
Nc1nc2c(sc3ncn([C@@H]4O[C@H](CO)[C@@H](O)C4(F)F)c32)c(=O)[nH]1	100	93	92	97	95	104	106	77	77
COc1ccc(/C=N\NC(=O)CSc2nc3ccccc3c(=O)n2-c2cc(C)ccc2Cl)cc1OC	97	123	91	93	108	98	98	90	106
O=[N+]([O-])c1cc(Cl)c2cccnc2c1O	104	98	93	100	90	97	97	81	80
CCN(CC)CCNc1cc(OC)cc2cccnc12	79	95	52	73	55	102	97	83	82
CCCCn1c2cc(OCc3cn(-c4ccc(Cl)cc4)nn3)ccc2c2ccnc(C)c21	18	44	8.9*	57	34	6.3*	42	75	33
Cc1cc(OCC(=O)O)ccc1Cl	98	99	94	110	108	105	113	109	85
COc1cc2c(cc1OC)[C@H](c1ccc(O)cc1)[C@@H](C)C(C)=C2	88	101	93	91	128	104	106	113	90
Brc1ccc(C(c2ccccc2)c2ccccc2)cc1	97	108	108	111	98	102	102	97	95
CCOC(Cc1c(N)[nH]c(=S)[nH]c1=O)OCC	106	113	103	106	105	99	112	111	97
NC(=O)c1cc(Cl)nc2nc(Cl)nc(N)c12	106	113	98	98	91	110	99	97	92

Ordered by SMILES length (smallest number first): 19 of the compounds above
SMILES	HCT-15	HCC-2998	HCT-116	SNB-19	SW-620	HT29	KM12	SF-268	SNB-75
Cc1cc(OCC(=O)O)ccc1Cl	98	99	94	110	108	105	113	109	85
CCN(CC)CCNc1cc(OC)cc2cccnc12	79	95	52	73	55	102	97	83	82
Brc1ccc(C(c2ccccc2)c2ccccc2)cc1	97	108	108	111	98	102	102	97	95
CCOC(Cc1c(N)[nH]c(=S)[nH]c1=O)OCC	106	113	103	106	105	99	112	111	97
c1coc(CSc2nc(SCc3ccco3)c3[nH]cnc3n2)c1	86	104	89	102	101	106	97	91	91
COc1ccc(/C(C#N)=C2\OC(=O)c3ccccc32)cc1OC	108	98	104	114	115	92	113	101	88
O=c1cc(-c2ccc3c(c2)OCCO3)oc2c(Cl)cc(Cl)cc12	93	108	89	94	90	93	88	93	77
O=C(NCCO)Nc1ccc(-c2nc(N3CCOCC3)c3cccn3n2)cc1	11	24	20	18	22	14	15	11	-32*
Cc1ccc(S(=O)(=O)N2CCCC3OCCCC3=C2C2=CCCCC2)cc1 (stereo not drawn)	89	97	99	91	97	102	107	90	/
C=CCc1c(N(C)c2ccc(OC)cc2)ncnc1-n1c(C)nc2ccccc21	99	92	101	110	106	87	96	96	90
COc1cc2c(cc1OC)[C@H](c1ccc(O)cc1)[C@@H](C)C(C)=C2	88	101	93	91	128	104	106	113	90
CCCCn1c2cc(OCc3cn(-c4ccc(Cl)cc4)nn3)ccc2c2ccnc(C)c21	18	44	8.9*	57	34	6.3*	42	75	33
O=C(COc1cccc(/C=C2\CSc3ccc(Cl)cc3C2=O)c1)c1ccc(Cl)cc1	48	33	42	89	-72*	17	/	88	75
CCN(CC)CCN1C(=O)c2c(c3c4cccnc4[nH]c3c3ccc4ccccc4c23)C1=O	59	78	63	59	53	67	82	50	54
COc1c(O)c2c3c(c1OC)-c1ccccc1CC3N(S(=O)(=O)c1ccc(C)cc1)CC2 (stereo not drawn)	37	90	39	62	30	121	28	55	23
COc1ccc(/C=N\NC(=O)CSc2nc3ccccc3c(=O)n2-c2cc(C)ccc2Cl)cc1OC	97	123	91	93	108	98	98	90	106
Nc1nc2c(sc3ncn([C@@H]4O[C@H](CO)[C@@H](O)C4(F)F)c32)c(=O)[nH]1	100	93	92	97	95	104	106	77	77
COc1cc(-c2nc(SCC(=O)Nc3ccc(C(=O)/C=C/c4ccc(Cl)cc4)cc3)[nH]c(=O)c2C#N)cc(OC)c1OC	97	99	95	94	96	86	91	104	95
CC(=O)O[C@H]1CC[C@@]2(C)[C@@H](CC=C3[C@@H]2CC[C@]2(C)[C@@H]([C@H](C)/C=C/[C@H](C)C(C)C)CC[C@@H]32)C1	98	105	94	105	101	88	107	107	89
